# Assay outcomes (PubChem)
# A3A deaminase: human APOBEC3A DNA deaminase inhibition. inhibition, % at 20 µM. hit rate 0.41% among 330,000. recombinant A3A, FAM/TAMRA ssDNA deamination fluorescence;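 active = at least 40% inhibition at 20 µM here, with at most 30% in a related deaminase screen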;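 also: plate controls were A3A with DMSO for no effect and wells lacking A3A enzyme for full effect; some results filed as inactive read as strong as hits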
# Target sequence (P31941 whole entry, looked up): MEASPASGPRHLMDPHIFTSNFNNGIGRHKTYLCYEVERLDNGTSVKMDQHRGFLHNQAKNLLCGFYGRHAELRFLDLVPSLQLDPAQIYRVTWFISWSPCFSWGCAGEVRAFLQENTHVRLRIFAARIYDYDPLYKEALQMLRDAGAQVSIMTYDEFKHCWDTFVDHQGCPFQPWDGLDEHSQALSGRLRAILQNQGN
# NR3A LBD binder: modulators (binders) of human NR3A ligand-binding domain; NR3A LBD differential scanning fluorimetry, Tm shift; 0% = protein alone, 100% = glycine-bound protein; Tm shift relative to glycine control, % at 25 µM; hit rate 2.5% among 340,000;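 active = melting temperature shift of at least 10% of the positive control shift, at one fixed dose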
# EBI2 block: antagonists of human EBI2 receptor; EBI2 beta-arrestin recruitment, luminescence, 7a,25-OHC stimulated; AID 651636; P32249; hit rate 0.81% among 360,000; inhibition, % at 5 µM; in the data active = inhibition above about 38%;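 also: enzyme fragment complementation signal reports receptor beta-arrestin coupling in cells; 0% = agonist plus DMSO wells and 100% = wells without agonist; some results beyond the cut were filed as inactive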
# Target sequence (P32249 whole entry, looked up, the tested form may be a part): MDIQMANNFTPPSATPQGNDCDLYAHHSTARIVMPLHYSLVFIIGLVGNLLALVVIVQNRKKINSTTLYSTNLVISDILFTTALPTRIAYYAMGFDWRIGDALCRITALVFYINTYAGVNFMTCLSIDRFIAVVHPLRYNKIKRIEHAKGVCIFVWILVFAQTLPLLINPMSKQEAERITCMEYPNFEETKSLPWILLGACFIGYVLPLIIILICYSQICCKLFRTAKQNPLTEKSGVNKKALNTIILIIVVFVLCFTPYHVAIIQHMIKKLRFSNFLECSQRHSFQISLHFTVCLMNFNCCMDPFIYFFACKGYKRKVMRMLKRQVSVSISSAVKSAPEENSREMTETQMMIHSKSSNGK
# Gli-Sufu block: antagonists of Gli-Sufu signaling; AID 588413; inhibition, % at 5 µM; hit rate 0.74% among 340,000; Sufu-KO-LIGHT fibroblasts, Gli luciferase reporter luminescence;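 active = inhibition above about 55%, limit read from the data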;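 also: 0% = DMSO-treated cells and 100% = wells with medium but no cells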
# CXCR6 inh: CXCR6 (human) receptor inhibition | O00574 | CHO-K1 PathHunter CXCR6 beta-arrestin, luminescence | inhibition, % at 20 µM | hit rate 0.36% among 360,000 | AID 602244; in the data active = inhibition above about 34%, passing the limit was not always enough;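 also: antagonist mode with CXCL16 agonist at 10 nM final; 0% = 10 nM CXCL16 with DMSO and 100% = unstimulated wells without agonist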
# A3G deaminase: blocks human APOBEC3G single-stranded DNA deamination; recombinant A3G, ssDNA deamination FAM/TAMRA fluorescence; inhibition, % at 20 µM; hit rate 0.28% among 330,000;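 active = inhibition of at least 40% at 20 µM, with no more than 30% in the related APOBEC3A deaminase screen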;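 also: plate controls were DMSO wells with A3G for no effect and wells lacking A3G enzyme for full effect; some compounds called inactive have numbers as strong as hits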
# CCR6 antag: blocks CCL20-driven beta-arrestin recruitment at human CCR6; P51684; CHO-K1 CCR6 PathHunter beta-arrestin, luminescence, CCL20-stimulated; inhibition, % at 20 µM; hit rate 0.49% among 340,000;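 active = compounds whose inhibition of the agonist-driven luminescence signal at 20 µM reaches about 50%, limit read from the data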;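 also: cells stimulated with CCL20 at 14 nM final; plate controls were DMSO with CCL20 for no effect and DMSO without agonist for full effect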
# Target sequence (P51684 whole entry, looked up): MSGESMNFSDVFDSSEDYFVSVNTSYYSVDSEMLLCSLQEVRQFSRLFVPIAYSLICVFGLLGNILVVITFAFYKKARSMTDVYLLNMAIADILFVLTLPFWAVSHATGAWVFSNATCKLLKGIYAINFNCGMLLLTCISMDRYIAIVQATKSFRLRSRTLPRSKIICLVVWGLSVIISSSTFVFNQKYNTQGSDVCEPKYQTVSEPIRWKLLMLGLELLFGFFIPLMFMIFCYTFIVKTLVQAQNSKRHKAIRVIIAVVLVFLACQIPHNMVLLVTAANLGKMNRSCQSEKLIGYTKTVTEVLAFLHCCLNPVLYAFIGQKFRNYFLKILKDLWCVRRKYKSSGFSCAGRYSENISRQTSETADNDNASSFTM
# MPTP inh: permeability transition pore inhibition | isolated mouse mitochondria, Ca2+ swelling absorbance, 30 min | inhibition, % at 10 µM | hit rate 1.4% among 360,000;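 active = inhibition of 50% or more, scaled per plate between neutral and stimulator controls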;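 also: 0% = DMSO wells given calcium and 100% = 1 mM EGTA wells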
# * = called active by the depositor; / = no result given.
SMILES,A3A deaminase,NR3A LBD binder,EBI2 block,Gli-Sufu block,CXCR6 inh,A3G deaminase,CCR6 antag,MPTP inh
CC(C)CN(C(=O)COC(=O)Cc1ccc(Cl)cc1)c1c(N)n(Cc2ccccc2)c(=O)[nH]c1=O,1,-1,10,-3,4,-6,0,-0.3
CC(=O)c1c(C)[nH]c(=S)c(C#N)c1-c1ccc(Cl)cc1,-4,2,3,-1,-4,-8,13,2.5
COc1ccc(OC)c(C(=O)c2ccc(C(=O)Nc3ccccc3)cc2)c1,3,-2,-5,-7,-2,1,-5,0.0
O=C(O)c1ccccc1-c1ncc(-c2ccccc2)o1,-5,-1,-1,-3,-9,-6,-2,0.2
CCc1cccc(N(C(=O)c2csnn2)C(C(=O)NC2CCCCC2)c2cccnc2)c1 (centres undefined),1,0,7,25,0,-3,-6,-0.4
Cc1c(C(C)C)c(=O)n(-c2ccc(S(=O)(=O)NC3CCCCC3)cc2)n1C,-1,-1,-10,68*,0,-2,-24,33
COc1cc2nc(CN3C(=O)c4ccccc4C3=O)oc(=O)c2cc1OC,-4,-1,3,-14,-12,-5,9,-5.9
CCN(CC)CCn1nc2c3c(cccc3c1=O)-c1ccccc1-2,32,-1,-3,47,2,1,15,0.2
CO/N=C/NC(=O)NOCc1c(Cl)cccc1Cl,0,-1,-3,3,-2,-7,-19,21
Cc1ccc(S(=O)(=O)NN2C(=O)c3ccccc3NC2(C)C)cc1,1,-7,2,-3,0,-6,-4,1.5
CCN1CCN(CC(=O)Nc2c(OC)cccc2OC)CC1,-5,-2,2,3,-10,-8,9,0.5
O=C(CN1CCN(S(=O)(=O)c2ccc(Br)s2)CC1)NC1CCCCC1,/,0,0,4,-5,/,7,-1.3
CN(CC(=O)NCc1ccccc1Cl)S(=O)(=O)c1ccc2c(c1)n(C)c(=O)c(=O)n2C,-4,5,-2,1,2,-6,12,-1.8
O=C(c1ccc(Cl)cc1)C1CCCN(Cc2cccn2-c2cccnc2)C1 (centres undefined),-1,0,7,22,1,-5,18,-0.5
COc1ccc(CCNC(=O)CSc2nn(-c3ccccc3)c(=S)s2)cc1,1,-4,3,-6,12,-5,19,2.4

# 3 entries already listed, ordered by the value under CXCR6 inh, largest number first:
canonical_smiles	A3A deaminase	NR3A LBD binder	EBI2 block	CXCR6 inh	A3G deaminase	CCR6 antag	MPTP inh
COc1ccc(OC)c(C(=O)c2ccc(C(=O)Nc3ccccc3)cc2)c1	3	-2	-5	-2	1	-5	0.0
CC(=O)c1c(C)[nH]c(=S)c(C#N)c1-c1ccc(Cl)cc1	-4	2	3	-4	-8	13	2.5
CCN1CCN(CC(=O)Nc2c(OC)cccc2OC)CC1	-5	-2	2	-10	-8	9	0.5

# New compounds follow
SMILES,A3A deaminase,NR3A LBD binder,EBI2 block,Gli-Sufu block,CXCR6 inh,A3G deaminase,CCR6 antag,MPTP inh
CCCCCSc1nc2c(cnn2-c2ccccc2)c(=O)[nH]1,1,0,-1,1,4,-2,-10,-0.4
CC(C)(C)OC(=O)N1CCOCCOCCN(C(=O)OC(C)(C)C)CCOCCOCC1,1,705*,4,10,-7,0,10,1.6
Cc1nn(-c2ccccn2)c2c1C(=O)CC(C)(C)C2N=[N+]=[N-] (centres undefined),/,-2,-8,-50,5,/,-3,0.6
O=c1cc(CCc2ccccc2)oc2cccc(O)c12,/,1,5,-8,9,/,23,-0.4
C=CCn1c(SCC(=O)OCC)nc2cc(C(=O)NCc3ccco3)ccc2c1=O,-4,1,-2,0,2,-3,20,2.5
O=C(NCCS(=O)(=O)c1ccc(Br)cc1)c1c(F)cccc1F,-1,1,3,-6,-4,-1,13,-0.2
O=C(c1ccccc1)N1N=C(c2ccccc2)CC1c1ccccc1 (centres undefined),-2,-1,6,-6,-3,-3,32,-0.4
CC(C)(C)NC(=O)NC(=O)CN1CCN(C(c2ccccc2)c2ccccc2)CC1,1,2,0,11,8,-2,19,-1.2
O=C(c1ccc(Cn2c(=S)[nH]c3ccccc3c2=O)cc1)N1CCN(c2ccccn2)CC1,-4,0,8,5,-2,-5,1,-1.1
O=C(Cc1ccc(Cl)cc1)NCCS(=O)(=O)N1CCN(c2ccccc2F)CC1,1,-1,3,1,-1,-5,16,0.8
Cc1ccc(NCCC(=O)c2cccc([N+](=O)[O-])c2)cc1,-1,-6,1,-7,8,-3,-24,-0.1
Cc1ccc(NC(=O)c2cccnc2)cc1C,-8,-1,-7,-14,-4,-6,-15,1.7
CCOC(=O)N1CCC(NC(=O)c2ccc(NC(=O)C3CCCO3)cc2)CC1 (centres undefined),0,-1,0,-3,-14,-1,4,-1.7
CN(C)c1ccnc(Nc2ccc(O)cc2)c1C#N,0,0,8,1,-8,-1,1,-1.9
CC(C)NC(=O)C(=O)Nc1ccc2c(c1)N(S(=O)(=O)c1cccs1)CCC2,3,1,8,-19,0,10,17,-1.3
C/C=C/C(=O)OCC(=O)NC(=O)NC(C)C,2,1,0,8,1,6,5,-2.2
O=C(CSc1nnc(-c2ccncc2)o1)Nc1cc(Cl)ccc1C(=O)O,-4,1,-12,3,-4,-4,-3,-1.1
CC(N)=Nc1ccc([N+](=O)[O-])cc1,-2,-3,4,-4,-3,-4,3,-0.1
c1ccc(C(c2ccccc2)c2noc(CN3CCN(C4CCCC4)CC3)n2)cc1,0,-1,4,35,-2,-4,-4,1.7
O=C(O)C(Cc1ccnc2ccccc12)=NO,/,0,-12,0,-11,/,-10,-2.6
O=c1[nH]nc(-c2ccc(OCc3ccc(Cl)cc3Cl)cc2)o1,-3,-2,2,7,2,-8,-5,0.1
CCN(CC)C(=O)Oc1ccc(Br)cc1C(=O)Nc1ccc(F)c(Cl)c1,1,-3,15,4,2,0,20,20
Cc1ccc(C(=O)N(C)Cc2ccccc2)cc1S(=O)(=O)N1CCOCC1,-2,-1,1,-1,10,-7,10,-0.9
Cc1ccc(S(=O)(=O)N2CCOC2CNC(=O)C(=O)NCC(C)C)cc1 (centres undefined),8,0,2,-5,0,1,9,0.2
O=C(C1CCC(=O)N1Cc1cccnc1)N1CCN(c2ccc(F)cc2)CC1 (centres undefined),-1,-1,-2,3,3,-8,6,0.3
CCS(=O)(=O)N1CCC(NC(C)=O)(c2ccccc2)CC1,0,0,-14,-7,3,2,-10,-0.8
CCC(Oc1ccccc1)C(=O)OCC(=O)Nc1sccc1C(N)=O (centres undefined),3,-2,-2,2,-12,-2,6,0.2
CC1(C)Cc2c(C#N)c(OCC(=O)c3ccccc3)nc(-c3ccoc3)c2CO1,6,-4,12,23,1,0,16,0.7
COc1cccc(-c2nc(Oc3cccc(C)c3C)c3ccccc3n2)c1O,2,-3,-12,21,2,0,-9,4.5
Cc1ccc(C(=O)COC(=O)CN2C(=O)C3C4CCC(C4)C3C2=O)cc1[N+](=O)[O-] (centres undefined),-2,-13,-5,1,14,-7,50,2.2
CCCc1[nH]nc2c1C(c1ccoc1)C(C#N)=C(N)O2 (centres undefined),1,0,-27,8,-8,-3,-10,1.3
CC1C(=O)Nc2ccccc2N1C(=O)c1c(F)cccc1F (centres undefined),1,0,0,-1,-5,-5,-2,7.3
CCC1(c2ccc(F)cc2)NC(=O)N(CC(=O)N2c3ccccc3CC2C)C1=O (centres undefined),7,2,8,5,0,2,-1,-0.3
CCOC(=O)C(C#N)(Cc1ccc2ccccc2n1)Cc1ccc2ccccc2n1,/,1,9,12,-6,/,9,0.4
COC(=O)c1ccc(NC(=O)CN2CCN(c3ccccc3)CC2)cc1,0,1,5,3,-1,-5,4,0.9
COc1ccc(C(=O)NCCc2c[nH]c3ccccc23)cc1,-8,10*,33,-82,-2,-7,1,1.0
CCNC(=O)NC(=O)COC(=O)CCCSc1nc2ccccc2s1,0,0,-15,5,2,-11,10,0.1
N=c1n(Cc2ccccc2Cl)c2ccccc2n1CC(O)c1ccco1 (centres undefined),2,-3,-3,13,-5,-13,8,-0.9
COc1ccc(NS(=O)(=O)c2cc3c(cc2C)N(C)CCO3)c(OC)c1,1,-1,-2,4,-13,3,20,1.7
Cc1ccc(S(=O)(=O)N(CCO)Cc2cc3ccc(C)c(C)c3[nH]c2=O)cc1,3,-2,-4,1,-11,-1,-22,-1.6
O=C(CC1NCCNC1=O)Nc1ccc(Cl)c(Cl)c1 (centres undefined),5,0,-7,-9,-15,-1,8,0.1
O=C(/C=C/c1ccco1)Nc1ccc2c(c1)OCCO2,6,-1,3,-132,12,-1,12,1.5
CCO/N=C(/c1nonc1N)N1CCN(c2ccc([N+](=O)[O-])cc2)CC1,-1,-15,4,12,11,-4,13,1.3
CCc1nnc(NS(=O)(=O)c2ccc(NC(=S)NC(=O)/C=C/c3ccc(F)cc3)cc2)s1,-3,8,9,0,10,-7,35,53*
O=C(CN1CCN(S(=O)(=O)c2cccc(Cl)c2)CC1)NCC1(N2CCOCC2)CCCCC1,-4,-1,-11,-1,1,-7,5,-0.9
Cc1ccc(C(C)C)c2c1C(c1ccc3c(c1)OCO3)CC(=O)O2 (centres undefined),7,-7,7,-7,-6,4,29,-2.4
CN1CCN(CC(=O)Nc2nc(-c3c[nH]c4ccccc34)cs2)CC1,0,-1,-2,9,-3,-9,-13,-0.1
O=C(CSc1nnc(C2COc3ccccc3O2)o1)N1CCN(c2ccccc2)CC1 (centres undefined),-4,-4,-1,4,-2,6,-8,3.5
O=C(CSc1nnc(-c2c[nH]c3ccccc23)o1)N1CCCCC1,-5,-3,-7,-27,-8,-5,-8,1.2
CCOc1ccc(NC(=O)CCNS(=O)(=O)c2ccc3c(c2)oc(=O)n3C)cc1,24,2,-5,-11,-3,0,-7,-1.0
CC1=CC(C)(C)N(C(=O)CSc2ncn[nH]2)c2ccc(C)cc21,-5,0,4,2,8,-10,-9,1.8
COCOc1ccc(C=O)c(OCOC)c1,1,-2,-4,2,-5,0,16,-1.3
COc1ccc(-c2noc(CNC(=O)c3ccc4c(c3)OCO4)n2)cc1OC,-3,1,4,-15,5,-6,11,0.3
Cc1occc1C(=O)Nc1sc2c(c1C(N)=O)CCC(C(C)(C)C)C2 (centres undefined),4,1,-30,-45,0,4,3,2.8
CC(=O)Nc1ccc(OCC(=O)NC(C)C(C)C)cc1 (centres undefined),-3,-1,5,3,0,-1,0,-0.2
Cc1cc(C)cc(NC(=O)c2ccc(CNc3c(N4CCCC4)c(=O)c3=O)cc2)c1,-2,-1,14,-2,-5,-6,-4,1.1
O=c1c2ccccc2nc(-c2ccco2)n1/N=C/c1ccccc1O,-1,0,-2,8,-9,-5,-9,1.4
O=C(NC(=S)NNC(=O)c1ccccc1O)c1cccc([N+](=O)[O-])c1,-7,-2,-20,15,0,-10,15,1.4
Cc1ccc(C(=O)N/C(=C/c2cccs2)C(=O)N2CCCCCC2)cc1,2,/,-1,-1,-2,4,6,-0.5
COC(=O)C1CCN(Cc2ccc(OCCCN3CCN(c4ccc([N+](=O)[O-])cc4)CC3)cc2)CC1,3,0,0,5,6,-6,26,96*

# Next section
SMILES,A3A deaminase,NR3A LBD binder,EBI2 block,Gli-Sufu block,CXCR6 inh,A3G deaminase,CCR6 antag,MPTP inh
COc1cc2c(C(=O)NCc3ccc4c(c3)OCO4)cn(CC(C)C)c(=O)c2cc1OC,-2,0,4,9,-5,-1,5,-1.0
COCCCNc1nc(SCc2ccccc2)nc2sc3c(c12)CCC3,3,0,25,3,10,0,17,3.1
CCC1COCCS(=O)(=O)N1Cc1ccccc1C (centres undefined),-3,-4,-13,-24,-3,-9,1,-0.6
c1ccc(Oc2cccc(OCCCn3cncn3)c2)cc1,-2,-1,-1,-16,-5,-3,17,-0.6
Cc1ccc(-c2nn(-c3cccc(F)c3)cc2CNCCc2ccncc2)o1,2,1,6,-5,6,0,9,1.8
NS(=O)(=O)c1ccc(Nc2ccc3cc(S(=O)(=O)N4CCCCC4)ccc3n2)cc1,-1,37*,1,-1,2,-1,4,-0.6
O=C(COc1ncnc2sccc12)Nc1cccc(S(=O)(=O)N2CCCC2)c1,-8,-5,-1,-2,-7,-5,14,0.5
